Assay outcomes deposited in PubChem BioAssay by several laboratories.
Kir21 block – blocks the mouse Kir2.1 inward-rectifier potassium channel; HEK293-Kir2.1, FluxOR thallium flux fluorescence; stronger effect = lower value; B-score at 10 µM; 310,000 compounds, 0.85% hits;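 active = fluorescence ratio B-score at or below minus 3 SD of library scores, with starting-brightness B-score within 2 SD, cut at about -4.2 in these data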;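 note: channel flux triggered by added potassium and thallium sulfate stimulus; B-score of peak minus minimum fluorescence over baseline after thallium stimulus; more negative B-score means stronger Kir2.1 block with less thallium influx; some compounds called inactive have numbers as strong as hits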
Target sequence (P35561 whole entry, looked up): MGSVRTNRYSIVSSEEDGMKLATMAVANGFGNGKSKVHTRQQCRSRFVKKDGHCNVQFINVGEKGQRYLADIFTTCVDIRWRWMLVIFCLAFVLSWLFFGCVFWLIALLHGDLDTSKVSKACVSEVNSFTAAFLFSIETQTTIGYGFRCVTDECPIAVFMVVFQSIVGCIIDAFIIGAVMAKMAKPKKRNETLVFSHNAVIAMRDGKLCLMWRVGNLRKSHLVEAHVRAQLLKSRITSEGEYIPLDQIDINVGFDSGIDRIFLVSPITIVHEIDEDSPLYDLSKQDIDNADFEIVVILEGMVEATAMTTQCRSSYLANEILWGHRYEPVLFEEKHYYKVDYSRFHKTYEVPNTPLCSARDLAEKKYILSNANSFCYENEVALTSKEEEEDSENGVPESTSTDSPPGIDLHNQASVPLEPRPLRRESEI
STK33 inh – human STK33 kinase inhibition | inhibition, % at 10 µM | 320,000 compounds, 0.073% hits | Q9BYT3 | purified STK33, MBP phosphorylation, ADP-Glo luminescence;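 active = inhibition at or above 25%, using the most active replicate where run in duplicate; inactive = inhibition below 25%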
Target sequence (Q9BYT3 whole entry, looked up): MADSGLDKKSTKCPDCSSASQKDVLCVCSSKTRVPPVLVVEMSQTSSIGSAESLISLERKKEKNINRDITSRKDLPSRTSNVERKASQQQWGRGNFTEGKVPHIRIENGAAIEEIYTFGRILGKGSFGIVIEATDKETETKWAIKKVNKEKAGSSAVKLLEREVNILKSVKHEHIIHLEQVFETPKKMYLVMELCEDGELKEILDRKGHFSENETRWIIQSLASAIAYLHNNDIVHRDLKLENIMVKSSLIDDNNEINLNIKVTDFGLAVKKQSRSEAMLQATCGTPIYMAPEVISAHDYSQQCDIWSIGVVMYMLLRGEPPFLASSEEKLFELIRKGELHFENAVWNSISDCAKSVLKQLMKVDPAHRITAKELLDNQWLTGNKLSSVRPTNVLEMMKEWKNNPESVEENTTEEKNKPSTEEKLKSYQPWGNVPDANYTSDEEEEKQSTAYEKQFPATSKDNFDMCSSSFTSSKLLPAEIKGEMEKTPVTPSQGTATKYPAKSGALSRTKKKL
Starred values were filed as active, the others as inactive; . = no result given.

SMILES | Kir21 block | STK33 inh
O=C(N/N=C/c1cc(Cl)ccc1O)C(=O)Nc1ccccc1OC(F)(F)C(F)F | . | 0.2
CC(C)N1CCc2c(sc(NC(=O)c3ccco3)c2C(N)=O)C1 | 1.27 | 2.8
COc1ccccc1N1CCN(CC(=O)N(CC(C)C)c2c(N)n(CC(C)C)c(=O)[nH]c2=O)CC1 | 0.92 | -1.5
COc1ccc(OC[C@@H](O)CNC(=O)c2cccc3c2C(=O)c2ccc(-c4ccc(F)cc4OCc4ccccc4)cc2S3(=O)=O)cc1 | . | -0.7
S=c1[nH]nc(CCc2nc3ccccc3[nH]2)n1-c1ccccc1 | -0.03 | 0.1
Cc1ccc2nc(SCC(=O)NCc3ccco3)nc(=O)n2c1 | -0.01 | 0.2
CC1(C)Cc2cccc(OCC(=O)N3CCN(c4ccccc4Cl)CC3)c2O1 | -0.01 | -1.6
COc1ccccc1-c1nnc(SCC(=O)Nc2ccc(S(N)(=O)=O)cc2)n1N | -0.43 | -2.3
CCCn1c(CNS(=O)(=O)c2ccc(C)cc2)nc2ccccc21 | -2.97 | -0.9
Cc1ccccc1C(=O)N1CCN(c2ccc(N3CCOCC3)nn2)CC1 | -1.09 | -1.4
Clc1cccc(Cl)c1OCCCCN1CCCCC1 | -0.6 | -3.9
Cc1ccc(NCC(O)C(O)C(O)CO)c(N=Nc2ccccc2)c1C (stereo not given) | 0.03 | 0.3
CN1CCc2c(sc3c2C(=O)NC(c2cccs2)N3)C1 (stereo not given) | 2.03 | 5.1
Cc1ccc(C(=O)N(C)CC(=O)Nc2cccc(C)c2C)o1 | 0.7 | -1.0
O=C(O)c1ccccc1N=Cc1c(O)n(-c2nccs2)c(=O)c2ccccc12 | -0.9 | 0.5
CSc1ccc(S(=O)(=O)NCc2ccccc2)cc1 | 1.33 | -0.4
Cc1ccc(C(=O)N/N=C\c2ccc(OC(=O)c3cccc(F)c3)cc2)cn1 | 1.5 | 3.1
COc1ccccc1-c1ccc(NC2CCCCC2)nn1 | 0.1 | 1.2
Cc1ccc(OCCCN2C(=O)C(=O)c3cccc(C)c32)cc1 | 0.87 | 0.5
CCOC(=O)C1(CCc2ccccc2)CCN(C(=O)CN2C(=O)CSC2=O)CC1 | -1.62 | -1.9
Cc1cc(SCC(=O)NCC2CCCO2)nc2ccccc12 (stereo not given) | -0.66 | -1.7
Cn1c(SCC(=O)Nc2ccccc2O)nnc1-c1ccco1 | -0.19 | -0.5
COc1ccc2[nH]c(=O)c(COC(=O)c3cccs3)cc2c1 | -0.01 | -0.5
O=C(NC(=S)Nc1ccc2c(c1)C(=O)c1ccccc1C2=O)c1ccc(F)cc1 | 1.43 | 0.5
COc1ccc(NC(=O)c2oc3ccccc3c2NC(=O)C(C)(C)C)cc1 | -1.65 | -0.4
COc1ccc(CCN2CC(C(=O)NCc3ccc(F)cc3)CC2=O)cc1OC (stereo not given) | -0.12 | -0.8
CCOC(=O)c1c[nH]c2c3c(ccc2c1=O)CCCC3 | -0.05 | -0.6
CCOc1ncccc1-c1nc(-c2cccs2)no1 | 0.39 | -0.1
CCOC(=O)C1CCCN(C(=O)COc2ccc(N(C)S(=O)(=O)c3ccc(F)cc3)cc2)C1 (stereo not given) | -2.37 | 1.3
CN(C(=O)CSc1nnc(-c2ccncc2)n1-c1ccccc1)C1CCS(=O)(=O)C1 (stereo not given) | 0.05 | -0.6

Another view of part of the listing above:
Order of values – Kir21 block	STK33 inh
- Cc1ccc(C(=O)N/N=C\c2ccc(OC(=O)c3cccc(F)c3)cc2)cn1
→ 1.5	3.1
- COc1ccccc1-c1ccc(NC2CCCCC2)nn1
→ 0.1	1.2
- Cc1ccc(OCCCN2C(=O)C(=O)c3cccc(C)c32)cc1
→ 0.87	0.5
- CCOC(=O)C1(CCc2ccccc2)CCN(C(=O)CN2C(=O)CSC2=O)CC1
→ -1.62	-1.9
- Cc1cc(SCC(=O)NCC2CCCO2)nc2ccccc12 (stereo not given)
→ -0.66	-1.7
- Cn1c(SCC(=O)Nc2ccccc2O)nnc1-c1ccco1
→ -0.19	-0.5

Continued.
SMILES | Kir21 block | STK33 inh
O=C(Nc1cccc(F)c1)c1ccc2ncsc2c1 | -0.04 | 2.0
N=C1c2ccccc2CN1NC(=O)c1cccc(S(=O)(=O)N2CCCC2)c1 | -0.38 | -1.1
CCc1ccc(NC(=O)Nc2cccs2)cc1 | 0.45 | -3.6
O=C1CC(C(=O)N2CCOCC2)C2(CCCC2)O1 (stereo not given) | -0.55 | -3.3
Cc1cc(OC(C)C(=O)NCc2cccnc2)c2c(C)c(Cc3ccccc3)c(=O)oc2c1 (stereo not given) | -1.28 | 0.0
CCn1c(O)c(/C=C2\C=Nc3ccccc32)sc1=O | 0.92 | 0.0
N#Cc1ccccc1-c1ccccc1C(=O)N1CCCCC1 | 0.5 | -0.4
CCC(=O)NCCCCNC(=O)CC | 0.09 | -2.1
CCOc1nnnc2c1sc1nc(N3CCOCC3)c3c(c12)CCCC3 | 0.25 | 3.3
COC(=O)N/N=C(C)/C=C/c1ccccc1 | -0.58 | 0.1
O=C(Nc1ccc(-c2nc3ccccc3[nH]2)cc1)c1c(F)c(F)c(F)c(F)c1F | -0.98 | -2.6
CCCn1nc(C(=O)N2CCCc3ccccc32)c2ccccc2c1=O | 0.65 | -2.0
COc1ccc(Cn2c(-c3ccco3)nc3oc4cc(OC)ccc4c(=O)c3c2=O)cc1 | 1.22 | 0.4
COc1cccc(NC(=O)COC(=O)c2cc(=O)c3ccccc3o2)c1 | . | -2.3
O=c1[nH]ncc2c3ccccc3n(Cc3ccccc3)c12 | 0.95 | -1.0
O=C(Nc1ccc(N2CCN(C(=O)c3ccco3)CC2)cc1)c1ccco1 | -0.21 | -0.7
O=C(Nc1nnc(C2CC2)s1)c1cccs1 | 0.86 | -0.1
Nn1c(SCC(=O)Nc2ccc3c(c2)OCCO3)nnc1-c1ccccn1 | -0.13 | 6.0
C=CCc1cc(/C=C2/NC(=O)N(CC)C2=O)cc(OCC)c1OCc1ccc(C(=O)O)cc1 | -0.03 | -0.7
CSC1=C(C#N)C(c2ccccc2Cl)C(C(C)=O)=C(C)N1 (stereo not given) | -0.76 | -2.0
O=C(NCCc1ccccc1F)C1CCCN1S(=O)(=O)c1ccc2ccccc2c1 (stereo not given) | 0.1 | 0.4
COc1ccc(C(=O)NCCS(=O)(=O)NCCc2ccccc2)cc1 | -1.49 | -0.3
Cc1ccc(NC(=S)N2CCN(Cc3ccccc3)CC2)cc1 | -2.3 | -0.5
C=CCNc1nc(Cl)ncc1F | -1.55 | -2.0
Cc1ccccc1-c1nnc(SCC(=O)Nc2c(C)n(C)n(-c3ccccc3)c2=O)o1 | 0.3 | -0.7
O=C(CSc1nnc(NC(=O)c2cccc(F)c2)s1)NC1CCCC1 | -0.67 | 0.3
O=C1CC(NN2CCCCC2)C(=O)N1c1ccccc1 (stereo not given) | -1.06 | -1.0
CC(C)c1cc(Br)ccc1OCCCN1C(=O)NC(C)(C)C1=O | -6.75* | -1.0
Brc1csc(C=Nc2ccc3c(c2)OCCOCCOCCOCCO3)c1 | -2.8 | 1.7
Cc1ccc(NC(=O)Nc2cccs2)c(Cl)c1 | -0.03 | -2.0
COc1ccc(-c2csc(NC(=O)C3CCCCN3S(=O)(=O)c3ccccc3)n2)cc1 (stereo not given) | -1.64 | -1.6
CC(=O)c1ccc(OCCN2CCOCC2)cc1 | -0.54 | 0.3
C=CCNCCOCCOc1ccc(C)cc1Br | -0.73 | -2.1
O=C(CCCc1c[nH]c2ccccc12)NCc1cccs1 | -0.9 | 0.4
c1ccc(SCCc2ccncc2)cc1 | -0.04 | -0.2
CC1CCN(S(=O)(=O)N2CCC(C(=O)NCCC3=CCCCC3)CC2)CC1 | 0.25 | 0.1
CC1(C)CC(=O)C=C(c2cccc3c2oc2ccccc23)C1 | 0.86 | 1.0
COc1ccc(CNC(=O)CSc2nnnn2Cc2ccccc2)cc1 | -2.54 | -1.1
COc1ccc(S(=O)(=O)N2CCCCC2)cc1NC(=O)c1ccc(CS(C)(=O)=O)cc1 | . | 1.0
COc1cc(-c2nc3ccccn3c2/N=C/c2cc(OC)c(O)cc2Cl)ccc1O | 0.91 | -0.1
CC(=O)Oc1cc2oc(=O)cc(C)c2cc1OC(C)=O | 0.14 | 0.9
Cc1cc(C)nc(SCCn2c(N3CCOCC3)nc3c2c(=O)[nH]c(=O)n3C)n1 | 1.85 | 0.3
CC1CC(C)(C)N(C(=O)CSc2ccc(-c3ccc(F)cc3)nn2)c2ccccc21 (stereo not given) | -0.7 | 0.0
O=C(Nc1sc2c(c1C(=O)O)CCC2)C(=O)N1CCOCC1 | 0.02 | -0.5
COc1ccc(/C(C)=N/NC(=S)NCc2ccco2)cc1 | -1.23 | -0.8
Cc1cc(-c2ccco2)c(C#N)c2nc3ccccc3n12 | . | 0.3
COc1cc(/C=C/C(=O)c2c(O)ccc3c(C)cc(=O)oc23)ccc1O | -0.04 | 1.4
CCN(CC)S(=O)(=O)c1cccc(C(=O)NC(C)C(c2cccs2)N2CCCC2)c1 (stereo not given) | -0.32 | -0.8
O=S1(=O)CCN(OCc2ccc(Cl)cc2)CC1 | 0.58 | 0.1
O=C(NNC(=O)c1ccccc1O)c1ccc(NS(=O)(=O)c2ccc(F)c(F)c2)cc1 | -0.98 | -0.8
CCOc1ccc(-c2cc(N)n(S(=O)(=O)c3ccc(OC)c(OC)c3)n2)cc1 | -0.31 | -1.8
COc1ccc(CNc2ccc(S(N)(=O)=O)cc2)c(OC)c1OC | -0.62 | -1.1
Cc1nc(CCNC(=O)CC2C(=O)NCCN2Cc2ccccc2F)sc1C (stereo not given) | -0.08 | 0.5
COc1ccccc1NS(=O)(=O)c1c(C)[nH]c(C)c1C(=O)N1CCCC1 | -0.54 | -0.3
COC(=O)C1=NN[C@H](C(=O)OC(C)(C)C)[C@H]1c1ccccc1 | 0.08 | 0.8
COc1cccc(NC(=O)Cn2nnc(C(=O)Nc3cc(Cl)ccc3OC)c2N)c1 | -1.46 | -1.5
CCOC(=O)c1c(NC(=O)COC(=O)Cn2cnc3ccccc32)sc2c1CCC(C)C2 (stereo not given) | . | -0.3
CCCCCn1nc(C(=O)OCc2nnc(-c3ccccc3)o2)c2ccccc2c1=O | -0.25 | -1.2
COc1ccc(N2C(=O)CC(N3CCC(O)(c4ccc(Br)cc4)CC3)C2=O)cc1 (stereo not given) | 1.8 | -2.4
CCOc1ccc(N2CC(C(=O)Nc3ccccc3C(=O)N3CCOCC3)CC2=O)cc1 (stereo not given) | 1.62 | -1.7

Taken from above:
For STK33 inh, Cc1cc(-c2ccco2)c(C#N)c2nc3ccccc3n12 has the entry 0.3
For STK33 inh, CCCCCn1nc(C(=O)OCc2nnc(-c3ccccc3)o2)c2ccccc2c1=O has the entry -1.2
For STK33 inh, O=S1(=O)CCN(OCc2ccc(Cl)cc2)CC1 has the entry 0.1
For STK33 inh, COc1ccc(N2C(=O)CC(N3CCC(O)(c4ccc(Br)cc4)CC3)C2=O)cc1 (stereo not given) has the entry -2.4
For STK33 inh, Cc1nc(CCNC(=O)CC2C(=O)NCCN2Cc2ccccc2F)sc1C (stereo not given) has the entry 0.5
For STK33 inh, COc1cc(/C=C/C(=O)c2c(O)ccc3c(C)cc(=O)oc23)ccc1O has the entry 1.4

The listing continues:
SMILES | Kir21 block | STK33 inh
CO[C@H]1C=CO[C@@]2(C)Oc3c(C)c(O)c4c(O)c(c5c(c4c3C2=O)NC2(CCN(CC(C)C)CC2)N=5)=NC(=O)C(C)=CC=C[C@H](C)[C@H](O)[C@@H](C)[C@@H](O)[C@@H](C)[C@H](OC(C)=O)[C@@H]1C | -0.74 | 0.0
Cn1c(=O)[nH]c(=O)c2c1ncn2CCCc1ccccc1 | -0.08 | 0.1
COC(=O)c1c(C(=O)OC)c2n(c1C)CCS2 | -0.9 | -2.3
Oc1ccc(/C=N/N2CCCCC2)c(O)c1 | -0.47 | 4.5
COC(=O)c1ccc(/C=C/C(=O)OCC(=O)c2ccc[nH]2)cc1 | . | 0.5
Cc1nn2c(NCCOCCO)c3c(nc2c1-c1ccccc1)CCC3 | 0.26 | -0.5
O=C1Nc2ccccc2/C1=C/c1ccccc1Cl | 0.06 | 4.0
COC(=O)C(CCSC)NC(=O)/C=C/c1ccc(OC)cc1 (stereo not given) | 0 | -0.9
COc1ccc(S(=O)(=O)N2CCOCC2)cc1NC(=O)COc1ccccc1 | -0.59 | -1.0
CCCS(=O)(=O)NCCc1csc(-c2ccc(OC)c(OC)c2)n1 | 0.94 | -0.2
COCc1cc(CN2CCN(CCCc3ccccc3)C(CCO)C2)ccc1OC (stereo not given) | -0.36 | -0.1
CSc1nc2ccc(Br)cc2[nH]1 | 0.79 | 1.4
Cc1ccc2c(c1)sc[n+]2Cc1ccccc1 | -0.58 | -0.2
CCOc1ncccc1C(=O)OCC(=O)N1c2ccccc2CC1C (stereo not given) | . | -0.8
O=C(c1cc2ccccn2n1)N1CCN(c2cccc(C(F)(F)F)c2)CC1 | -1.63 | 1.4
CCCCn1c(-c2ccccc2)nnc1-c1ccccc1 | 0.54 | -4.4
CCc1cccc(NC(=O)CSc2nc3c(c(=O)[nH]2)CCCC3)c1 | 0.65 | -1.1
CC1(C)CC(NC(=O)C(c2ccccc2)c2ccccc2)CC(C)(C)N1 | -0.07 | 0.5
CCOC(=O)N1CCN(C(=O)c2cc3sccc3n2C)CC1 | -0.13 | -0.3
COc1cccc2cc(-c3cc(=O)oc4ccc(O)cc34)oc12 | -2.4 | 0.5
COc1ccc(C(=O)Nc2cccnc2Cl)cc1OC | 0.52 | -0.8
Cc1c(NC(=O)CCc2ccccc2)cccc1[N+](=O)[O-] | -2.87 | -1.1
COC(=O)CC(=O)Cc1nc(N)nc(Nc2ccc(C)c(C)c2)n1 | -0.2 | -1.2
CC1=C(C(=O)NC2CCCc3c2cnn3-c2cccc(C)c2C)OCCO1 (stereo not given) | -0.11 | -0.9
Clc1ccccc1-c1nnc2sc(-c3ccco3)nn12 | 2.61 | -1.0
